Source: PubChem (several laboratories)
ADAM10 inh: ADAM10 inhibition, QFRET primary screen. AID 720582. 370,000 compounds, 0.62% hits. inhibition, % at 7 µM. O14672. recombinant ADAM10, EDANS/DABCYL FRET peptide cleavage, 3 h;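 active means inhibition above a per-campaign cutoff equal to the mean of compounds falling between control-based bounds plus 3 SD, cut at about 20% in these data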;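 further: 0% = DMSO wells while the 100% control is not disclosed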
Target sequence (O14672 214-748 limits assumed): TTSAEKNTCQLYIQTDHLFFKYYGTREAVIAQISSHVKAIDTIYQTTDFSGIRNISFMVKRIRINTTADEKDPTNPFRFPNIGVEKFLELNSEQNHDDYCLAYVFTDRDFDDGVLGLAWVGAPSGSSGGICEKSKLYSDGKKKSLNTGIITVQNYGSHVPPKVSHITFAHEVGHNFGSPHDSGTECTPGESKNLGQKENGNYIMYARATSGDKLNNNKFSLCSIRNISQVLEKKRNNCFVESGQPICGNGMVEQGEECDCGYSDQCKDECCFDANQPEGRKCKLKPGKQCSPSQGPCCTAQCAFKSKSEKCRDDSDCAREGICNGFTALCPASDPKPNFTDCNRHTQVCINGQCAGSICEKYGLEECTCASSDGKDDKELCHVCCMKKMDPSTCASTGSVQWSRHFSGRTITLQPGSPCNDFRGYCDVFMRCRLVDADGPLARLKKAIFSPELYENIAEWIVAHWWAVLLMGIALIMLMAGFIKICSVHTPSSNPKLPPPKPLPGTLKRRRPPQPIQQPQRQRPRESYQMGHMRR
GC-A act: GC-A (human) enzyme activation. P16066. HEK293 GC-A cells, cGMP TR-FRET, EC30 ANP; 0% at EC30 ANP, 100% saturating ANP. activation, % at 10 µM. 370,000 compounds, 0.14% hits. AID 1671463; in the data active means activation above about 40%
NPR2 activator: GC-B (human) receptor activation | 370,000 compounds, 0.11% hits | HEK293-GC-B cells, CNP EC30, cGMP TR-FRET; 0% at EC30 CNP, 100% saturating CNP | activation, % at 10 µM;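 active means activation at 10 µM reaching about 35% in either raw or pattern-adjusted values, limit read from the data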
DAX1 inh-1: NR0B1 (DAX1) inhibition; inhibition, % at 6.75 µM; 340,000 compounds, 0.99% hits; AID 504766; HEK293 Gal4-DAX1 luciferase reporter, luminescence; P51843;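 active means inhibition above the mean over all tested compounds plus 3 SD, cut at about 4.2% in these data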;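 further: 0% = DAX1-transfected cells with DMSO and 100% = empty-vector control cells with DMSO; inhibition shows as a rise in luminescence from relieved DAX1 repression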
DAX1 inh-2: DAX1 (NR0B1) inhibition, primary screen. HEK293T StAR-luciferase reporter, SF-1/DAX-1 repression relief. inhibition, % at 6.8 µM. 370,000 compounds, 1.1% hits. AID 652010;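 active means inhibition above the mean over all tested compounds plus 3 SD, cut at about 3.6% in these data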;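 further: 0% = DAX-1 cells with DMSO and 100% = cells lacking DAX-1 with DMSO; higher inhibition means more luminescence from relief of DAX-1 repression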
hgDAF-12 ag: hgDAF-12 agonism, primary luciferase screen. activation, % at 6.8 µM. HEK293 GAL4-hgDAF12 UAS-luciferase reporter, agonist luminescence; normalized to butyrate control. 370,000 compounds, 1.8% hits;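 active means activation above a cutoff set at the mean of all screened compounds plus 3 SD, cut at about 10% in these data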;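 further: 0% = DMSO wells and 100% = sodium butyrate wells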
HGIII-sPLA2 inh: Inhibits HGIII-sPLA2 liposome hydrolysis, primary screen | QFRET BODIPY PC-A2 liposome hydrolysis, fluorescence | 370,000 compounds, 0.56% hits | inhibition, % at 12.2 µM | Q9NZ20 | AID 743126;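 active means inhibition above mean plus 3 SD of compounds lying within the high and low control bounds, cut at about 19% in these data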;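 further: 0% = median of test compound wells and 100% = no enzyme DMSO wells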
Target sequence (Q9NZ20 whole entry, looked up): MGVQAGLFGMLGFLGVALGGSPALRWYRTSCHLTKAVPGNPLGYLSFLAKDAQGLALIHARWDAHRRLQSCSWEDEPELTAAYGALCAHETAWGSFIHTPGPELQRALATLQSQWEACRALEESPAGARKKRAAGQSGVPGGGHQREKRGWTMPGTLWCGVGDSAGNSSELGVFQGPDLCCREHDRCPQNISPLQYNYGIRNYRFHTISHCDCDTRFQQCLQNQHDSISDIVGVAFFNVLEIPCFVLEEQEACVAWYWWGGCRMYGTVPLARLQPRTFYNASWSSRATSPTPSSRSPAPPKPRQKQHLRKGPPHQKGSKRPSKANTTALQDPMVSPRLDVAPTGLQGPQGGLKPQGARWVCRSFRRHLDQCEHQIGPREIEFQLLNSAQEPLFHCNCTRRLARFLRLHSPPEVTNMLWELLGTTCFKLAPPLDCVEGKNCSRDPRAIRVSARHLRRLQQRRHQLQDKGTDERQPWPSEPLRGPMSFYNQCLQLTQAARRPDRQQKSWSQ
hcDAF-12 act: activators of H. contortus DAF-12 nuclear receptor; 370,000 compounds, 1.4% hits; AID 652067; activation, % at 6.8 µM; HEK293 hcDAF-12 lit1-tk-luc reporter, luminescence; 0% DMSO, 100% Δ7-dafachronic acid;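 active means activation above the mean of all tested compounds plus 3 SD, cut at about 5.5% in these data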;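 further: 100% = response to 3 µM Δ7-dafachronic acid high control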
GAA850 FXN act: frataxin GAA850 promoter activation. HEK293 lucGAA850 FXN promoter luciferase reporter, 24 h; percent of 10 µM SAHA response. activation, % at 6 µM. 360,000 compounds, 0.56% hits. AID 540364;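 active means activation above the average of all compounds screened plus 3 SD, cutoff fixed separately per campaign, cut at about 7.5% in these data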;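 further: 0% = DMSO wells and 100% = 10 µM SAHA wells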
ssDAF12 agonist: activates DAF-12 receptor from parasite S. stercoralis | HEK293 ssDAF-12/GRIP1 lit1-tk-luc reporter, luminescence; % of 3 µM dafachronic acid response | activation, % at 6.8 µM | 370,000 compounds, 1% hits;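 active means activation above the mean over all tested compounds plus 3 SD, cut at about 0.9% in these data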;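 further: 0% = DMSO-only wells and 100% = 3 µM delta7-dafachronic acid wells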
SMARCA2 act: increases SMARCA2 function in MMTV reporter cells; MG213 cells, MMTV-luciferase reporter, dexamethasone, overnight; activation, % at 9.1 µM; 370,000 compounds, 1% hits; in the data active means activation above about 7.8%;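 further: 0% = vehicle wells and 100% = reference activator wells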
* marks the source's active call; other numbers are inactive results; i = inactive; nt = not tested or not shown.

Under each structure: ADAM10 inh	GC-A act	NPR2 activator	DAX1 inh-1	DAX1 inh-2	hgDAF-12 ag	HGIII-sPLA2 inh	hcDAF-12 act	GAA850 FXN act	ssDAF12 agonist	SMARCA2 act
> Cc1cccc(NC(=O)Nc2nnc([C@@H]3C[C@H](O)[C@@H](CO)O3)s2)c1
  -16	1	4	nt	2.0	4.3	5	2.1	5.8	-0.8	-3
> CNS(=O)(=O)c1cnccc1N1CCN(C)CC1
  3	-1	1	2.8	0.5	-1.5	1	-2.7	0.8	-0.5	-2
> Cc1ccc(OCCC(=O)Nc2ccc3c(c2)OCO3)cc1
  -6	1	2	1.5	-0.6	3.5	5	0.4	2.6	-1.2	-2
> COc1ccc(NS(=O)(=O)c2cccc(C(=O)N/N=C/c3ccc(O)cc3)c2)cc1
  -40	-1	-1	-0.2	-0.2	0.1	-17	-1.7	-0.7	-1.3	-5
> Cc1cccn2c(=O)c(/C=C(\C#N)C(=O)NC3CCS(=O)(=O)C3)c(N3CCC(C(N)=O)CC3)nc12 (stereo unspecified)
  -379	5	-1	0.0	-0.1	3.8	9	-0.8	-0.8	-0.3	-2
> COc1ccc(/C=N/NC(=O)C(=O)NCc2cccnc2)cc1OC
  -7	2	-4	2.4	0.6	-0.7	2	1.3	4.4	-0.7	2
> O=C(NCCn1cc(SCc2ccccc2F)c2ccccc21)c1c(F)cccc1F
  6	-3	-1	0.6	-2.0	-0.9	3	-0.2	1.1	-1.3	-1
> COc1ccc(OC)c(C(c2nnnn2C2CCCC2)N2CCc3ccccc3C2)c1 (stereo unspecified)
  17	-13	-9	0.4	-0.2	-1.5	-10	0.1	0.1	-0.9	-2
> COc1ccc(NC(=O)c2cccc(S(=O)(=O)N3CCCCCC3)c2)cc1
  2	0	1	-3.0	0.1	1.6	-3	0.4	0.6	-0.9	-3
> CCCC(=O)Nc1ccc(C(=O)NN=C(C2CC2)C2CC2)cc1
  11	-1	1	4.5*	-0.4	1.3	1	-2.1	-0.1	-1.1	4
> CCCn1c(SCC(=O)N2c3ccccc3Sc3ccccc32)nc2c1c(=O)n(C)c(=O)n2C
  -8	-28	-17	-0.5	-0.2	-1.1	1	-0.5	-2.3	-0.9	2
> CCN(CC)C(=O)c1scc2c1OCCO2
  -6	3	-1	2.2	0.1	0.9	-3	-0.1	-3.1	-0.8	-3
> CCn1cc(C2=NOC(C(=O)Nc3cc(OC)c(Cl)cc3OC)C2)c(C)n1 (stereo unspecified)
  5	9	4	2.5	0.0	-2.8	2	0.3	-1.1	-1.3	-1
> Cc1nc(NC(=O)C2CC2)sc1C(=O)N1CCCCC1
  1	1	2	-0.4	0.6	-0.8	12	-1.8	2.5	-1.4	-4
> Cc1oncc1C(=S)Nc1ccccc1
  -1	5	3	0.1	0.1	1.0	5	-0.9	2.4	-1.5	2
> COc1ccc(C2CC(c3ccncc3)=NN2c2ccc(S(N)(=O)=O)cc2)cc1 (stereo unspecified)
  i	24	5	3.7	2.9	26*	5	4.5	1.6	0.5	0
> COc1cc(NC(=O)c2ccccc2Cl)ccc1NC(=O)c1cccs1
  5	0	2	0.8	2.4	5.0	0	1.2	3.3	-1.0	5
> Cn1c(N)c(C(=O)c2ccc(Oc3ccccc3)cc2)c(=O)n(C)c1=O
  -7	5	1	-1.6	0.3	1.8	-2	-2.0	-0.2	-1.1	3
> CC1=NN(c2ccc(C)cc2C)C(=O)C1C(c1cccc(O)c1)C1C(=O)N(c2ccc(C)cc2C)N=C1C (stereo unspecified)
  7	nt	nt	0.4	-1.0	-1.9	-11	-2.1	-3.5	-0.4	1
> C[C@]12c3[nH]c4ccccc4c3CCN1C(=O)C(CC(=O)NCCC1=CCCCC1)C[C@@H]2C(=O)N1CCCCC1 (stereo partly specified)
  0	-1	-5	-0.4	0.2	0.2	-5	-1.1	0.3	-1.1	2
> Cc1ccc(S(=O)(=O)N2[C@@H](c3ccc(Cl)cc3)C(C(=O)O)=CC[C@H]2c2ccc3c(c2)OCO3)cc1
  13	-4	-4	0.3	0.7	-2.4	-17	-2.6	1.9	-1.1	1
> Cc1ccccc1NC(=O)c1ccc2c(c1)N(C)CCS2
  -102	-2	-3	2.3	3.6*	12*	10	1.6	0.9	-0.8	1
> CCOC(=O)N1CCN(C(=O)c2ccc(OC(C)=O)cc2)CC1
  -4	-2	1	-0.5	0.0	-0.2	-1	-1.5	2.2	-1.2	0
> COc1ccc(C(=O)CC(CC(=O)c2ccc(OC)cc2)C(=O)O)cc1
  -9	1	-1	2.0	0.6	0.8	8	-1.4	-0.2	-1.3	-1
> COC(=O)C1=C(C)N(c2ccc(F)c(Cl)c2)C(=O)C1
  -2	-1	1	-0.5	0.2	-1.4	-24	-0.8	-3.5	-1.2	-1
> Cc1ccc(S(=O)(=O)/N=C2/NC(=O)/C(=C\c3ccccc3)S2)cc1
  -2	2	-2	1.0	1.0	1.5	-71	-0.8	0.6	-1.0	0
> Cc1cc(Nc2ccc(Cl)c(C(F)(F)F)c2)cc(=O)n1-c1ccc(Cl)c(C(F)(F)F)c1
  -2	0	-2	nt	-1.6	-5.0	-10	-0.6	nt	-1.1	-4
> N#CCCn1nc(-c2ccccc2)cc1Nc1ccccc1NC(=O)c1cccs1
  15	-7	-7	-0.9	-1.0	-0.8	-12	0.8	-1.8	-1.0	-6
> CC(C)c1ccc(N=Cc2c(O)c3ccccc3oc2=O)cc1
  3	-2	-5	1.0	-0.3	2.2	-1	2.6	2.8	-0.4	1
> CCN1C(=O)[C@H]2[C@@H](c3ccc(C(F)(F)F)cc3)N[C@]3(CCCN(Cc4ccc(C(F)(F)F)cc4)C3=O)[C@H]2C1=O
  -2	-3	-1	1.1	-1.4	-2.6	-4	-2.0	3.0	-1.3	-7
> Cc1ccc(-c2noc(C3CCCN(C(=O)C4CCCCC4)C3)n2)o1 (stereo unspecified)
  -3	1	3	0.1	0.4	0.6	-6	-2.0	3.8	-1.2	0
> CC1=Nc2ccc(C)cc2N(Cc2ccccc2)C(=O)C1
  -17	-1	0	-0.5	0.0	-1.1	0	-0.6	0.5	-0.8	-3
> Cc1ccc(S(=O)(=O)NC[C@H]2CN(S(=O)(=O)c3ccc(C)cc3)[C@@H](Cc3ccccc3)CO2)cc1
  13	-4	-3	nt	nt	-1.3	-16	0.2	nt	-2.0	nt
> CN(C)CCN(Cc1ccco1)c1ccccn1
  0	-3	-3	-0.7	-0.4	5.4	0	-0.8	-1.7	-0.9	3
> CCN(CC)CCN=CC1=C(O)CNC1=O
  4	0	0	0.2	1.3	-1.6	7	0.1	-1.4	-1.1	0
> CC1(C)CC(=O)/C(=C(\O)CCCN2C(=O)c3ccccc3C2=O)C(=NCC(=O)O)C1
  1	-1	9	1.3	0.2	-1.0	13	-0.5	-0.5	-0.5	-2
> COC(=O)CN(c1ccc(F)cc1)S(=O)(=O)c1ccccc1
  3	-2	6	0.6	-0.8	1.6	-1	-1.2	-0.6	-0.9	-1
> COc1ccc(NC(=O)C2CCCN2S(=O)(=O)c2cccc3cccnc23)c(OC)c1 (stereo unspecified)
  -1	-1	-1	-2.5	-0.6	-0.4	5	0.0	1.3	0.1	-2
> Cn1c(CC(=O)NNC(=O)c2ccc(F)cc2Cl)nc2ccccc21
  4	2	2	-0.2	-1.2	2.1	-15	-0.7	-1.6	-1.1	6
> Cc1cccc(C)c1-n1c(C)cc(/C=N/NC(=O)CSc2ncccn2)c1C
  5	-4	-2	-1.0	0.3	1.1	-6	0.1	2.5	-1.9	0
> CCOC(=O)C1Cc2ccccc2C(=O)O1 (stereo unspecified)
  -1	0	-2	0.6	0.6	1.7	6	-0.9	-0.2	-1.1	-1
> CNC(=O)COC(=O)c1cc2c(s1)CCCC2
  1	4	7	1.1	0.8	0.1	6	-2.0	-0.2	-1.0	-2
> O=C(Nc1ccc(Cl)c(Cl)c1)C1CCCN(c2nnc(-n3cccc3)s2)C1 (stereo unspecified)
  16	-5	-12	nt	0.2	-2.9	-12	-2.1	nt	-1.4	-5
> CCOc1ccc(NC(=O)CN(C)C(=O)c2ccc(-c3ccc(C(C)=O)cc3)o2)cc1OCC
  -114	0	-3	-1.1	0.0	6.9	4	-0.4	2.2	-0.4	4
> O=C(c1cccnc1Nc1ccccc1F)N1CCOCC1
  -4	1	-3	0.0	0.4	-1.6	0	0.6	1.1	-1.1	0
> COc1ccccc1CNC(=O)c1cc(-c2cccnc2)nc2ccccc12
  3	1	1	-1.6	-1.6	-2.1	-7	-1.1	-2.4	-2.1	-5
> CCCOC(=O)c1ccc(NC(=O)COC(=O)C2CCN(c3ccc(C(F)(F)F)cn3)CC2)cc1
  6	-8	2	-0.4	-1.8	3.3	-23	1.0	0.6	0.0	0
> OCC1(Cc2ccccc2)CCCN(Cc2ccn[nH]2)C1 (stereo unspecified)
  2	-1	0	0.1	-0.1	-0.5	1	-1.3	0.6	-1.6	0
> CCOC(=O)C1CCCN(C(=O)c2csc(-c3ccc4c(c3)CCO4)n2)C1 (stereo unspecified)
  -1	-2	5	1.7	0.7	0.5	-1	-1.8	3.5	-1.0	3
> Cc1ccc(OCCC(=O)OCC(=O)NC(=O)NC2CCCC2)cc1
  0	7	-2	2.6	1.8	0.1	-11	-0.5	-2.5	-0.2	0
> CCCCCCCC1(C)NC(=O)NC1=O (stereo unspecified)
  0	4	1	0.9	-0.4	-1.2	5	-1.4	-0.6	-0.1	-1
> c1nc(N2CCOCC2)c2c3c(sc2n1)CCCC3
  -13	5	-2	0.9	-0.8	2.2	0	-1.9	1.6	-1.6	1
> C[C@H](CO)N1C[C@H](C)[C@H](CN(C)C(=O)Nc2ccc(F)cc2)Oc2ccc(NC(=O)NC3CCCCC3)cc2CC1=O
  10	-2	5	-0.1	0.3	-1.2	-12	-0.1	0.2	-0.4	2
> Cc1cccc(C(=O)NCC(=O)NCC(c2ccco2)N2CCCCC2)c1 (stereo unspecified)
  -5	2	6	0.0	0.0	3.9	-2	0.3	1.4	-1.4	-1
> COc1cc(/C=C(\C#N)C(=O)NCC2CCCO2)ccc1O (stereo unspecified)
  -7	0	-1	-0.4	0.2	0.1	17	-3.2	0.0	-1.7	-5
> O=C(NCCc1ccc(Cl)cc1)c1ccc2nccnc2c1
  9	0	-1	2.0	5.4*	8.4	0	3.8	1.4	-0.4	9.4*
> COC(=O)Cn1c2ccccc2c2nc(=O)cc(C)n21
  -5	5	3	-1.8	-0.1	-2.3	-3	-0.6	3.6	-1.3	-3
> CC1C(=O)N(Cc2cn(CCC3OCCO3)nn2)CCS(=O)(=O)N1Cc1ccc(-c2ccccc2)cc1 (stereo unspecified)
  6	14	-1	0.7	-0.6	-1.6	-19	-1.2	-1.6	-1.2	-2
> COc1ccc(C2c3c(noc3C)CC(C)(O)C2C(C)=O)cc1 (stereo unspecified)
  1	-4	-1	0.7	0.7	0.9	-3	-0.2	-0.6	-0.3	1
